From PubChem
CHT inh: human CHT choline transport inhibition. Q9GZV3. CHT-expressing cells, membrane potential dye, choline response; hits give low values. B-score at 10 µM. actives 0.86% (n = 310,000);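 active = B-score over 3 SD under the library average, and starting fluorescence ratio not unusually high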;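 also: choline stimulus applied at its EC90 after an EC20 pre-addition; B-score computed on integrated fluorescence ratio after choline addition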
Target sequence (Q9GZV3 whole entry, looked up): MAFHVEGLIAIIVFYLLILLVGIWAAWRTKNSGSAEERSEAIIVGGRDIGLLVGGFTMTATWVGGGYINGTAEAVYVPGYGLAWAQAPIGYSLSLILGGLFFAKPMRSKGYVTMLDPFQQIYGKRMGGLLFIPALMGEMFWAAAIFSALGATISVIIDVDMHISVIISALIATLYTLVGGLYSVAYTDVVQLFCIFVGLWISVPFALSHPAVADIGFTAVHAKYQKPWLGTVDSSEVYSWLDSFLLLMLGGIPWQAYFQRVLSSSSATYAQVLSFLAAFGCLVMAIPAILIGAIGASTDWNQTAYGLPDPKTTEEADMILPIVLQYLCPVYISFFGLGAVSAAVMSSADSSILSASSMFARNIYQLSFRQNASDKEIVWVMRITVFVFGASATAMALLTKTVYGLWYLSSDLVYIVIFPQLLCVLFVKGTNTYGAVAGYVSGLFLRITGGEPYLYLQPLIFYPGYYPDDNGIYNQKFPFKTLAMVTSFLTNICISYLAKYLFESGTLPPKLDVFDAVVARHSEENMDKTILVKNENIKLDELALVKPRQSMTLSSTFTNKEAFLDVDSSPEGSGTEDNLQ
Kir21 block: inhibitors of mouse Kir2.1 inward-rectifier potassium channel; P35561; HEK293-Kir2.1, FluxOR thallium flux fluorescence; hits give low values; B-score at 10 µM; actives 0.85% (n = 310,000); AID 1672;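 active = fluorescence ratio B-score at or below minus 3 SD of library scores, with starting-brightness B-score within 2 SD, cut at about -4.2 in these data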;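 also: channel flux triggered by added potassium and thallium sulfate stimulus; B-score of peak minus minimum fluorescence over baseline after thallium stimulus; more negative B-score means stronger Kir2.1 block with less thallium influx; some compounds called inactive have numbers as strong as hits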
Target sequence (P35561 whole entry, looked up): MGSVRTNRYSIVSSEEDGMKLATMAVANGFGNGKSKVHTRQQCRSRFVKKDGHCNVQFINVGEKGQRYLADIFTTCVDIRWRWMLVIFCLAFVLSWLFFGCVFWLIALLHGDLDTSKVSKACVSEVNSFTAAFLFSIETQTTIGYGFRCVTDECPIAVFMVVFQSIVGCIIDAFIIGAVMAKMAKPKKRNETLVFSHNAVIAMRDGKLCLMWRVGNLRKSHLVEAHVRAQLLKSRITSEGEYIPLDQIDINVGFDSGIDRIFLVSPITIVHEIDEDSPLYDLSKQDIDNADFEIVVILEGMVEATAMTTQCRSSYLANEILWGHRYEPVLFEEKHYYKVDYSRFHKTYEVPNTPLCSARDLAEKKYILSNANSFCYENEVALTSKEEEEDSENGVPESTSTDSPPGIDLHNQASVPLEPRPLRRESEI
* marks the source's active call; other numbers are inactive results; i = inactive; . = not tested or not shown.

Every second line gives: CHT inh | Kir21 block
COc1cc2nc(C3CCC3)n(NC(=O)C(OC(C)=O)c3ccccc3)c(=O)c2cc1OC (stereo not given)
→ i | -0.15
COc1ccc(N(CC(=O)N2CCCCCC2)S(=O)(=O)c2c(C)[nH]c(=O)[nH]c2=O)cc1
→ i | -1.3
COc1cc(-c2nnc3sc(-c4ccncc4)nn23)cc(OC)c1OC
→ i | 0.71
CC(NC(=O)CCC(=O)c1cccs1)c1ccccc1 (stereo not given)
→ i | -0.5
CC(Nc1ccc(Cl)c(Cl)c1)C(=O)NN (stereo not given)
→ i | 0.4
O=C(NCc1cccnc1)C(=O)Nc1nc2ccccc2s1
→ i | -0.01
O=C1c2cccc3c([N+](=O)[O-])ccc(c23)C(=O)N1c1nccs1
→ i | -0.02
CC(C)(C)NC(=O)COc1ccc(CNc2ccc3[nH]c(=O)[nH]c3c2)cc1
→ i | 1.6
COc1cc(NC(=O)C2CCCN(c3ncccn3)C2)cc(OC)c1 (stereo not given)
→ i | 0.4
C#CCSC1=C(C#N)C(c2cccs2)C(C(=O)OCC)=C(C)N1 (stereo not given)
→ i | -1.6
COc1ccc(C(=O)Nc2nnc(SCC(=O)Nc3ccc(NC(C)=O)cc3)s2)c(OC)c1
→ i | -0.51
COCCCNC(=O)CSC1=Nc2ccccc2C2=NC(CC(=O)NCc3ccccc3)C(=O)N12 (stereo not given)
→ i | -1.1
COc1ccccc1CCNC(=O)C(=O)NCC1OCCCN1S(=O)(=O)c1cc(C)ccc1C (stereo not given)
→ i | 0.42
Cc1ccc(NC(=O)c2ccncc2)cc1[N+](=O)[O-]
→ i | 0.01
Cc1ccc(C)c(C(=O)CSc2n[nH]c(C(C)C)n2)c1
→ i | -0.95
O=C(NCc1ccco1)c1ccc(N2CCCCC2)c([N+](=O)[O-])c1
→ i | 0.01
c1ccc(CN2CCCC3(CCCN(Cc4nc(COc5ccccc5)no4)C3)C2)cc1 (stereo not given)
→ i | -1.9
Cc1ccccc1C(=O)NCCNc1ccc([N+](=O)[O-])cc1
→ i | 0.12
Cc1occc1C(=O)NCCc1ccc(Cl)cc1
→ i | -1.1
O=C1c2ccccc2C(=O)N1CCOc1ccc(F)cc1
→ i | 0.23

Every second line gives: CHT inh | Kir21 block
CCC(=O)N(Cc1cc2cc(OC)ccc2[nH]c1=O)c1cc(C)ccc1C
→ i | 0.75
CC(C)(C)c1ccc(-c2nc3n(c(=O)c2C#N)CCS3)cc1
→ i | -1
COC(=O)C1=C(C)N(c2ccc(C)cc2)/C(=C/c2ccc(O)cc2)C1=O
→ i | -0.07
COC(=O)c1c(NC(=O)CN2CCCc3ccccc32)sc(C)c1C
→ i | -1.6
COc1c(C(=O)NNC(=O)c2ccccc2)csc1Br
→ i | 2.1
Cc1cc(C)n2nc3nc4c(cc3c2n1)CCCC4
→ i | 1.2
CCCOc1ccc(/C=C/C(=O)Nc2ccc([N+](=O)[O-])cc2C)cc1OC
→ i | -0.71
CSC[C@H](NC(=O)COc1cc2c(c3oc(=O)c(C)c(C)c13)CCC(C)(C)O2)C(=O)O
→ i | 0.64
O=C(O)c1cc(S(=O)(=O)N(Cc2ccccc2)c2ccccc2)ccc1Cl
→ i | -0.33
COc1ccc(N2CCN(C(=O)c3ccc4c(Cl)c5c(nc4c3)CCCC5)CC2)cc1
→ i | 0.14
C#CCOCCOCCOCCNc1nc(N2CCN(C(=O)[C@H](CCC(=O)O)n3cc(C(N)CC(C)C)nn3)CC2)nc(N2CCN(C(=O)[C@H](Cc3cc4ccccc4[nH]3)n3cc(C(N)CC(C)C)nn3)CC2)n1 (stereo not given in full)
→ i | 0.39
OC(c1cccc(OCc2ccccc2)c1)c1nnc(-c2ccccc2)o1 (stereo not given)
→ i | 0
O=c1c2c([nH]n1-c1ccccc1)CCSC2
→ i | -0.65
Cc1cc(Nc2ccc(C(=O)O)cc2)nc(N)n1
→ i | 2
COc1cc(NC(=O)CSCC(=O)Nc2cc(OC)cc(OC)c2)cc(OC)c1
→ i | 0.37
Cc1c(N2C(=O)C(C)SC23C(=O)Nc2ccccc23)c(=O)n(-c2ccccc2)n1C (stereo not given)
→ i | -0.98
CCN(C1CCCCC1)S(=O)(=O)c1cn(C)c(=O)n(C)c1=O
→ i | -0.02
CC(=O)N1N=C(c2ccccc2O)OC1(C)CC(=O)Nc1ccccc1 (stereo not given)
→ i | 0.61
CC(=O)Oc1c(C)c(=O)n(C)c2ccccc12
→ i | -0.1
O=C(CNC(=O)c1ccccc1)OCc1nnc(-c2ccccc2)o1
→ i | -0.23

Filtered by structure, those above with a COOH group (four)
Every second line gives: CHT inh | Kir21 block
CSC[C@H](NC(=O)COc1cc2c(c3oc(=O)c(C)c(C)c13)CCC(C)(C)O2)C(=O)O
→ i | 0.64
O=C(O)c1cc(S(=O)(=O)N(Cc2ccccc2)c2ccccc2)ccc1Cl
→ i | -0.33
C#CCOCCOCCOCCNc1nc(N2CCN(C(=O)[C@H](CCC(=O)O)n3cc(C(N)CC(C)C)nn3)CC2)nc(N2CCN(C(=O)[C@H](Cc3cc4ccccc4[nH]3)n3cc(C(N)CC(C)C)nn3)CC2)n1 (stereo not given in full)
→ i | 0.39
Cc1cc(Nc2ccc(C(=O)O)cc2)nc(N)n1
→ i | 2

3 entries out of the list above, ordered by the value under Kir21 block, smallest number first:
Structure | CHT inh | Kir21 block
COC(=O)c1c(NC(=O)CN2CCCc3ccccc32)sc(C)c1C | i | -1.6
O=c1c2c([nH]n1-c1ccccc1)CCSC2 | i | -0.65
COc1c(C(=O)NNC(=O)c2ccccc2)csc1Br | i | 2.1

Other entries follow.
Every second line gives: CHT inh | Kir21 block
COC(=O)c1ccc(Oc2cc(C)nc(Cl)n2)cc1
→ i | 0.28
CCCC(=O)OCC(=O)Nc1ccc(OC(F)F)cc1
→ i | -0.42
Cc1cccc(N2C(=O)CCC2=O)c1
→ i | 0.12
Cc1nc2cc(NC(=O)COc3ccccc3C#N)ccc2n1-c1ccccc1
→ i | -0.02
COc1ccc(-n2nc(C(=O)NCC(=O)N(C)Cc3ccccc3)c3ccccc3c2=O)cc1OC
→ i | -1.5
CC(C)CC(C(=O)OCC(=O)c1c(N)n(C)c(=O)n(C)c1=O)N1C(=O)C2CC=CCC2C1=O (stereo not given)
→ i | 1.5
COc1ccc(CCN2CC(C(=O)NCc3cc(C)on3)CCC2=O)cc1 (stereo not given)
→ . | 0.23
CCNC(=S)Nn1cnc2ccccc21
→ i | -0.04
O=C(NCCn1c(C(F)(F)F)nc2cc(C(F)(F)F)ccc21)[C@H]1CCCN1c1nc(CN2CCCCC2)cs1
→ i | 1.4
O=C(O)/C=C/C(=O)Nc1ccc2nccnc2c1
→ i | -1.7
CC1CC(C)CN(S(=O)(=O)c2ccc(C(=O)N(c3ccccn3)C3CCCCC3)cc2)C1 (stereo not given)
→ i | 1.6
COc1cccc(C2C=C(Nc3ccccc3)C(=O)N2c2ccccc2)c1 (stereo not given)
→ i | -0.02
COc1ccc(-c2[nH]nc3c2C2(C(=O)N(CC(=O)O)c4ccccc42)C(C#N)=C(N)O3)cc1OC (stereo not given)
→ i | 0.94
CCOc1cc(C2Nc3ccccc3NC3=C2C(=O)CC(C)(C)C3)ccc1OC(C)=O (stereo not given)
→ i | 0.91
CNS(=O)(=O)c1ccc2c3c(cccc13)C(=O)N2C
→ i | 2.1
O=C(CC1CCCCC1)NCc1ccccn1
→ i | -2.6
Cc1cccc(N(C(=O)c2csnn2)C(C(=O)NC(C)(C)C)c2cccs2)c1 (stereo not given)
→ i | -1.1
Cc1ccc(SC[C@H](C)CN2CC[C@H](C)CCC2=O)cc1
→ i | -4.7*
CC(=O)NC1=NN(C(C)=O)C(c2ccc(C)cc2)S1 (stereo not given)
→ i | 2.1
CCn1cc(/C=C(\NC(=O)c2ccccc2)C(=O)N2CCOCC2)c2ccccc21
→ . | 0.56

Every second line gives: CHT inh | Kir21 block
COc1cccc(-c2nnc(SCc3nc4ccccc4s3)n2C)c1
→ i | -0.88
CCc1cccc2c(C(=O)COC(=O)/C=C/c3ccccc3OC)c[nH]c12
→ i | 0.47
O=C(NCc1ccc2c(c1)OCO2)c1ccc2c(c1)S(=O)(=O)c1ccccc1C2=O
→ i | -0.11
CCOc1ccc(C(=O)NCC(c2cccs2)N(C)C)cc1OCC (stereo not given)
→ i | -0.03
Cc1nn(CC(=O)NCCCN2CCOCC2)c(C)c1[N+](=O)[O-]
→ i | -0.27
COC(=O)c1cc(S(=O)(=O)NC2CCCCC2)cn1C
→ i | 1.4
CCOC(=O)c1c(C)n(C)c2cc(Br)c(C)cc12
→ i | 1.6
Cn1nc(C(=O)Nc2ccc(S(=O)(=O)N3CCCCC3)cc2)ccc1=O
→ i | -0.62
Cc1ccc(NC(=O)C(=O)NCc2ccco2)c(C)c1
→ i | -1.8
O=C(CNCc1ccccc1Cl)Nc1ccc2c(c1)OCCO2
→ i | -1.3
CC(C)(C)CC(=O)NCCCCCCNC(=O)CC(C)(C)C
→ i | -0.71
O=[N+]([O-])c1cn(Cc2ccc(Cl)cc2)cn1
→ i | 0.61
COc1ccccc1C(CC(=O)N1CCCC1)c1ccc2c(c1)OCO2 (stereo not given)
→ i | 0.35
CC(=O)NC(CC(=O)Nc1cc(Cl)ccc1-n1cncn1)c1ccccc1 (stereo not given)
→ i | 2.1
O=C(Nc1ccc(-n2ccc(C(F)(F)F)n2)cc1)Nc1cccc(Cl)c1
→ i | -0.42
COc1ccccc1NC(=O)c1ccc(COc2ccccc2Br)o1
→ i | -1.6
COc1ccc(CCN(CC(=O)NC2CCCC2)C(=O)Cn2nnc(-c3ccc(C)o3)n2)cc1OC
→ i | 2.7
O=[N+]([O-])c1cc(C(F)(F)F)cc([N+](=O)[O-])c1NCCN1CCNCC1
→ i | -0.26
COC(=O)c1ccc(NC(=O)c2ccc3nsnc3c2)cc1
→ i | -2.5
COc1ccc(S(=O)(=O)c2c(C)c(NS(=O)(=O)c3ccccc3)cc(C)c2O)cc1
→ i | -1.1

Every second line gives: CHT inh | Kir21 block
COc1ccc(-c2nc(CS(=O)CC(=O)NC3CCCC3)c(C)o2)cc1 (stereo not given)
→ i | -0.62
CC(C)(C)NC(=O)Cn1c(SCC(=O)N2CCCCCC2)nc2ccccc21
→ i | 0.29
CCC(=O)Nc1nc2ccccc2n1Cc1ccccc1C
→ i | -0.64
COc1ccc(CN2CCCCCC2)c(C)c1C
→ i | 0.93
CC(Oc1ccccc1F)C(=O)NNC(=O)CC(C)c1ccccc1 (stereo not given)
→ i | -2
Cc1cccc(C2NS(=O)(=O)N=C2N)c1 (stereo not given)
→ i | -1.8
Cc1nc2ccccc2c2c(N)c3ccccc3n12
→ i | 0.43
Cc1ccc(-c2onc3ccc(C(=O)/C=C/N(C)C)cc23)cc1
→ i | 3.5
CCOC(=O)[C@H]1[C@H]2COc3ccc(Cl)cc3[C@@H]2N2C(=O)c3ccc(F)cc3NC(=O)[C@@]12C
→ i | .
Cc1cc(F)ccc1S(=O)(=O)N1CCCOC1CNC(=O)C(=O)NCc1cccnc1 (stereo not given)
→ i | -1.6
CCN(CC)C(=O)C1CCCN(c2ccc([N+](=O)[O-])cc2[N+](=O)[O-])C1 (stereo not given)
→ i | -0.17
O=C(C1=C[C@H](c2csc3ccccc23)C[C@H](OCCCCO)O1)N1CCN(Cc2ccc3c(c2)OCO3)CC1
→ i | -1.4
Cn1nnnc1SCC(=O)Nc1ccc(N2CCOCC2)cc1
→ i | 0
Cc1ccccc1NC(=O)COC(=O)c1cccnc1
→ i | 0.36
Cc1ccccc1OCC(=O)Nc1nnc(C2CCCC2)s1
→ i | -0.17
Cc1nnc(SCC(=O)c2ccccc2)n1Cc1ccccc1
→ -5.3* | -0.91
COc1ccc(-c2nn(-c3ccccc3C)cc2CNC(C)c2cn(C)nc2C)cc1F (stereo not given)
→ i | -0.43
OC(COc1ccc(F)cc1)CN1CCN(c2ccccc2F)CC1 (stereo not given)
→ i | -0.56
NC(=O)CSc1nnc(SCc2ccc(F)cc2)s1
→ i | -0.16
COc1cc2c(cc1NC(=O)c1cc(-c3ccncc3)nc3ccccc13)oc1ccccc12
→ i | -0.64

Every second line gives: CHT inh | Kir21 block
CCC1(C)CC(=O)N(c2ccc(C(=O)O)c(O)c2)C1=O (stereo not given)
→ i | 0.59
Cc1cc(C(=O)Nc2c(C)cccc2C)n(-c2ccccc2)n1
→ i | -0.61
CCOC(=O)c1c(C)[nH]c(C)c1C(=O)CN1C(=O)NC(CC(C)C)C1=O (stereo not given)
→ i | 1.2
COc1ccc(C(=O)Nc2ccc(S(=O)(=O)NCc3ccco3)cc2)cc1OC
→ i | 0.85
COc1ccc(N2CCN(C(=O)CN(c3cccc(OC)c3)S(=O)(=O)c3ccccc3)CC2)cc1
→ i | -0.63
CCOC(=O)c1sc2nc(SCC(=O)N(CC)CC)n(CCCN3CCCC3=O)c(=O)c2c1C
→ i | 1.8
COCCn1c(SCC(=O)N2CCCCC2)nc2c(c1=O)SCC2
→ i | -0.02
COc1ccc(CNc2ncnc3cc(Cl)ccc23)cc1OC
→ . | 0.26
CN(c1ncc(C(F)(F)F)cc1Cl)n1cc(C(N)=O)c2ccccc2c1=O
→ i | 0.46
CCC1S/C(=C(\C#N)C(=O)NCc2ccco2)N(c2ccc(F)cc2)C1=O (stereo not given)
→ i | 0.5
COc1ccc(C(=O)NC(=S)N2CCN(c3ccccc3OC)CC2)cc1OC
→ i | 0.19
O=C(N/N=C/c1cccs1)c1cccnc1
→ i | -0.02
Nc1ccccc1-c1nnn(CC(=O)N2CCCc3ccccc32)n1
→ i | 0.45
CCOC(=O)c1cc2c(ccn2C)n1CC(=O)N1CCC(Cc2ccccc2)CC1
→ i | 1.2
Cc1nc2cc(C(=O)N3CCc4ccccc43)ccc2n1-c1ccc(F)c(F)c1
→ i | 0.15
CC1CCc2nc(N)c(C#N)c(-c3cccn3C)c2C1 (stereo not given)
→ i | -0.02
Cc1ccc(C(=O)O)cc1S(=O)(=O)N1CCC(C(=O)O)CC1
→ i | 2
CSc1ccccc1C(=O)NCC(c1ccco1)N1CCCCC1 (stereo not given)
→ i | -1.4
